Autophagy HCS = modulators of autophagy | MEF GFP-LC3 puncta imaging; test concentration mostly 10 µM | calls only at 10 µM (by protocol) | 0.98% of 190,000 active | AID 463193;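 active = percentage of spot-positive cells more than 3 SD above its plate mean, without a fluorescence outlier flag or 80% toxicity; inconclusive = no clear call, values can overlap the other calls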;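 note: spot-positive cell cutoff set from DMSO-treated cells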
human PMI inhibitors = human PMI inhibitors, high substrate, primary screen, biochemical, fluorescence intensity, high mannose 6-phosphate (AID 1220); recombinant PMI enzyme, coupled fluorescence intensity; higher % means a stronger effect; inhibition, % at 20 µM; hits with a dose series show IC50 in µM; 0.66% of 190,000 active
T cell modulator = modulates CD8 T cell binding to vesicles; 2C CD8+ T cell-vesicle binding, flow cytometry; hits give low values; calls only at 7 µM; 0.068% of 330,000 active;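 active = response, share of CD8 T cells binding vesicles, and their 90th percentile fluorescence all below set limits, cut at about 80% in these data, passing the limit was not always enough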
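Material: 2C TCR transgenic mouse naive CD8+ T cells, MACS-purified. Also added: QL9-charged Drosophila Ld/ICAM-1/B7-1 vesicles. Timing: binding 1.5 h at 37 °C. Measured by: high-throughput flow cytometry with anti-B7-1 and anti-CD8 staining. Read-out: percent CD8+ FL2 mean versus row control. Controls: Unloaded micro-vesicles (low), QL9 vesicles with 0.7% DMSO (high).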
PMI inhibitors = MPI enzyme activity inhibition – biochemical, fluorescence intensity, coupled assay, primary screen (AID 1209); 0.42% of 190,000 active; purified PMI enzyme, coupled fluorescence intensity; higher % means a stronger effect; inhibition, % at 20 µM; hits with a dose series show IC50 in µM;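 note: plate controls were DMSO vehicle for no effect and wells lacking substrate for full effect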
Ins promoter up = MIN6 insulin promoter up-regulation | MIN6 insulin promoter-GFP reporter, high-content imaging; hits give high values | z-score at 5 µM | 0.3% of 190,000 active;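 active = z-score above 3 at 5 µM with at least 500 cells counted in the well; inconclusive = wells under 500 cells, flagged as cytotoxic or low count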
TNAP activation fold = human TNAP enzyme activators, primary screen, biochemical, luminescent, no phosphate acceptor, uHTS (AID 1001); purified TNAP, luminescent activation assay, no phosphate acceptor; higher activation fold means a stronger effect; one-dose activation fold at 20 µM; EC50 in µM for titrated hits; 0.03% of 200,000 active; in the data active = activation fold from about 3, or a potency from the dose series; inactive = the rest, 99 in 100 with activation fold below about 1.6; note: many of its hits are not listed in these tables
Hep lipid drop = modulators of hepatic lipid droplet formation; AML12 mouse hepatocytes, oleate lipid droplets, BODIPY imaging; AID 1656; 0.4% of 240,000 active; inhibition, % at 6.5 µM;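 active = lipid droplet intensity inhibited by at least 50%, with more than 500 cells counted; inconclusive = wells with under 300 cells, treated as cytotoxic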
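Assay system: AML12 hepatocytes (mouse); Probe or stimulus: oleic acid at 100 µM to induce lipid droplet formation; Dosing: compound at 6.5 µM only; Schedule: compound with oleate, overnight; Detection: fluorescence imaging, 20x objective, two fields per well; Measure: % inhibition of lipid droplet signal.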
bCat nuc transl = alters nuclear translocation of beta-catenin in HeLa cells; immunofluorescence imaging; nuclear translocation activity, % at 5 µM; 0.3% of 190,000 active;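 active = nuclear translocation activity above 50% at 5 µM, with a well cell count of 50 or more; inconclusive = wells under 50 cells across six images, flagged as toxic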;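 note: per-cell ratio of nuclear to cytoplasmic median beta-catenin stain intensity; plate controls were DMSO negative control for no effect and GSK-3 inhibitor IX positive control for full effect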
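System: HeLa cells, endogenous beta-catenin; compound dosing: 5 µM primary single dose, 0.1% DMSO, 0.02–20 µM confirmation series; incubation: 24 h compound exposure at 37°C, 5% CO2; signal: beta-catenin immunofluorescence imaging with DAPI; evaluation: % activation, nuclear-to-cytoplasmic median beta-catenin signal ratio per cell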
MT stabilizer = microtubule stabilizers in HeLa cells; HeLa tubulin immunostaining HCS, 24 h; share of cells brighter than vehicle mean+2SD; % tubulin-high responders, % at 10 µM; 0.83% of 200,000 active;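 active = plate Z-score above 3 for both tubulin-high and condensed-nucleus cell shares, with cell loss under 80%, at 10 µM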;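 note: anti alpha tubulin signal scored within the nucleus-defined area of each cell; some results filed as inactive read as strong as hits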
Ins promoter up cell count = also measured in Ins promoter up; calls as there; cell count; measured here: cytotoxicity, nuclei count;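 total cells summed across four imaged fields per well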
Hep lipid drop cells 6.5 µM = second read-out of Hep lipid drop, no call of its own (marks repeat the call); cell count; measured here: cell count, cytotoxicity flag;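 cells counted across two imaged fields per well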
bCat nuc transl cell count 5 µM = second read-out of bCat nuc transl, no call of its own (marks repeat the call); cell count; measured here: cell count, cytotoxicity flag
T cell modulator vesicle-bound % = also measured in T cell modulator; calls as there; double positive events, %; measured here: CD8+ vesicle-bound cell fraction;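 binding gate set so that unloaded-vesicle control wells show 10% double positive cells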
MT stabilizer Hoechst-high % = further read-out of MT stabilizer, marked with its call; % Hoechst-high responders; measured here: nuclear condensation Hoechst responders;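 share of cells brighter than vehicle mean plus two SD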
MT stabilizer cytotoxicity % = second read-out of MT stabilizer, no call of its own (marks repeat the call); toxicity, %; measured here: cytotoxicity by cell density;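 0% = mean cell density of plate MIN control wells and 100% = no cells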
Autophagy HCS cell loss 18 h = recorded beside Autophagy HCS, whose call it bears; toxicity, %; measured here: cell loss, nuclei count;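 cell loss after 18 h compound exposure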
An asterisk follows results filed as active; i = inactive; ? = inconclusive; nt = not tested or not shown. Cut-off read from the data, not from the text of the source, unless noted: active = inhibition above about 50%; inactive = the rest.

SMILES	Autophagy HCS	Autophagy HCS cell loss 18 h	human PMI inhibitors	T cell modulator	T cell modulator vesicle-bound %	PMI inhibitors	Ins promoter up	Ins promoter up cell count	TNAP activation fold	Hep lipid drop	Hep lipid drop cells 6.5 µM	bCat nuc transl	bCat nuc transl cell count 5 µM	MT stabilizer	MT stabilizer Hoechst-high %	MT stabilizer cytotoxicity %
CCc1ccc(C2CC(=O)N(c3ccc(F)cc3)C3=C2C(=O)OC3)cc1 (stereo not given)	i	1	-9%	i	44	-6%	nt	nt	1.1	-20	710	-4.1	558	3.6	2.2	5.4
CCn1cc(C(=O)NCc2ccc3c(c2)OCO3)c(=O)c2cc(S(=O)(=O)N(C)C)ccc21	i	-1	1%	i	4	-7%	-0.69	1106	1	3	776	-3.8	629	3.7	4.3	4.0
CC(C)c1ccc(C2C3=C(COC3=O)Nc3cc4c(cc32)OCO4)cc1 (stereo not given)	i	-1	2%	i	27	5%	-0.24	762	1.1	?	nt	74*	308*	4.7	49	32
CC(C(=O)Nc1cccnc1)N1C(=O)C2C3C=CC(C3)C2C1=O (stereo not given)	i	-1	8%	i	8	6%	nt	nt	1	nt	nt	nt	nt	7.6	1.4	9.9
O=c1cc(-c2ccc(O)c(O)c2)oc2cc(O)c(C3OC(CO)C(O)C(O)C3O)c(O)c12 (stereo not given)	i	-4	12%	i	35	45%	-0.24	1427	0.5	-6	751	-2.9	1201	2.1	1.3	7.3
CCCCN(C(=O)CSc1nnc(-c2ccccc2OC)n1C)c1c(N)n(Cc2ccccc2)c(=O)[nH]c1=O	i	-1	-5%	i	59	-5%	-0.6	1438	1.1	4	716	-3.1	519	2.5	2.0	9.2
COc1ccc(-c2sc(NC(=O)c3ccc(C)cc3)nc2-c2ccc([N+](=O)[O-])cc2)cc1	i	-8	-6%	i	24	-14%	0.03	1582	0.9	nt	nt	-0.4	1356	1.5	1.9	11
COc1cc(/C=N/n2cnnc2)ccc1OCCSc1ccc(C)cc1	i	-1	7%	i	30	11%	-1	1509	1.1	nt	nt	-0.5	1424	1.1	2.0	9.6
CCOc1ccc(C(CC(=O)O)NC(=O)COc2ccccc2)cc1OC (stereo not given)	i	15	27%	i	44	40%	-0.54	1185	1	-2	733	-0.2	1140	2.1	3.5	2.8
CCOc1ccc(NC(=O)CN2CCN(CC(=O)c3ccc(OC)c(OC)c3)CC2)cc1	i	-7	-86%	i	42	-44%	-0.44	1173	1	10	730	0.0	1083	4.5	3.2	9.9
CCCC(=O)Nc1cc(=O)[nH]c2ncnn12	i	-14	-5%	i	54	-8%	-0.36	1146	1.2	nt	nt	-3.1	1025	4.8	2.8	3.3
CCOC(=O)C1CCN(C(=O)c2ccccc2NS(=O)(=O)c2ccc(F)c(F)c2)CC1	i	2	-11%	i	43	-10%	-0.21	1303	1.1	-3	659	-5.2	552	2.4	4.5	0.1
Cc1ccc(NC(=S)NCc2cccs2)cc1	i	0	-2%	i	59	-6%	nt	nt	1.2	9	790	0.2	1194	2.2	0.9	4.3
CCN(CC)CCCN(C(=O)c1cccs1)c1nc(-c2ccc(OC)cc2)cs1	i	-8	25%	i	28	7%	nt	nt	1	nt	nt	-2.8	906	5.4	2.7	2.7
Nc1nnc(SCCN2C(=O)c3ccccc3C2=O)s1	i	-9	4%	i	8	7%	0.5	751	1.1	-3	763	-1.2	1191	1.9	1.5	0.3
CCn1c(SCC(=O)N/N=C/c2ccc(OC)c(OC)c2)nc2ccccc21	i	14	7%	nt	nt	8%	-0.57	1967	1.1	-6	717	-1.6	1105	2.8	2.1	5.7
O=C(NCCCCCCNC(=O)c1cccs1)c1cccs1	i	-3	nt	i	45	nt	0.35	1540	1.1	6	714	-0.1	1564	2.4	1.2	0.1
O=C(CC(c1ccco1)S(=O)(=O)c1ccccc1)c1ccccc1 (stereo not given)	i	13	-16%	i	29	-67%	-0.37	1247	1.1	-9	696	-1.9	1117	1.3	1.9	4.2
COc1ccc(NC(=O)/C(Cl)=C(/Cl)S(=O)Cc2ccc(Cl)cc2)cn1 (stereo not given)	i	99	-6%	nt	nt	-6%	-0.63	1306	1	-4	671	3.5	1146	2.3	1.6	3.7
Oc1cccc(-c2nc3c4c(ncn3n2)-c2ccccc2CC42CCCC2)c1	i	-16	15%	i	60	20%	-0.72	1369	1.1	nt	nt	-1.5	1438	4.0	1.2	26
COc1ccc(Br)cc1C(=O)Nc1ccccc1N1CCN(C(=O)c2ccccc2)CC1	i	21	20%	i	25	16%	-1.3	1383	1	nt	nt	2.4	1463	3.1	3.8	6.5
Cn1c(=O)n(Cc2ccc(F)cc2)c(=O)c2c1nc1n2CCN1Cc1ccco1	i	-29	2%	i	57	-10%	0.12	1287	1.1	9	766	-3.0	1162	2.2	1.5	1.7
O=C(CS(=O)(=O)c1ccccc1)Nc1cccnc1	i	-17	-6%	i	32	-5%	-0.04	1439	1.1	6	716	-2.6	1040	1.9	0.8	4.7
CC1CCc2[nH]nc(C(=O)O)c2C1 (stereo not given)	i	34	-4%	i	13	-6%	0.69	1228	0.9	nt	nt	-3.9	953	2.1	0.9	4.2

Rewritten in markdown: three of the compounds above
| structure | Autophagy HCS | Autophagy HCS cell loss 18 h | human PMI inhibitors | T cell modulator | T cell modulator vesicle-bound % | PMI inhibitors | Ins promoter up | Ins promoter up cell count | TNAP activation fold | Hep lipid drop | Hep lipid drop cells 6.5 µM | bCat nuc transl | bCat nuc transl cell count 5 µM | MT stabilizer | MT stabilizer Hoechst-high % | MT stabilizer cytotoxicity % |
| --- | --- | --- | --- | --- | --- | --- | --- | --- | --- | --- | --- | --- | --- | --- | --- | --- |
| Oc1cccc(-c2nc3c4c(ncn3n2)-c2ccccc2CC42CCCC2)c1 | i | -16 | 15% | i | 60 | 20% | -0.72 | 1369 | 1.1 | nt | nt | -1.5 | 1438 | 4.0 | 1.2 | 26 |
| COc1ccc(Br)cc1C(=O)Nc1ccccc1N1CCN(C(=O)c2ccccc2)CC1 | i | 21 | 20% | i | 25 | 16% | -1.3 | 1383 | 1 | nt | nt | 2.4 | 1463 | 3.1 | 3.8 | 6.5 |
| Cn1c(=O)n(Cc2ccc(F)cc2)c(=O)c2c1nc1n2CCN1Cc1ccco1 | i | -29 | 2% | i | 57 | -10% | 0.12 | 1287 | 1.1 | 9 | 766 | -3.0 | 1162 | 2.2 | 1.5 | 1.7 |

Further results.
SMILES	Autophagy HCS	Autophagy HCS cell loss 18 h	human PMI inhibitors	T cell modulator	T cell modulator vesicle-bound %	PMI inhibitors	Ins promoter up	Ins promoter up cell count	TNAP activation fold	Hep lipid drop	Hep lipid drop cells 6.5 µM	bCat nuc transl	bCat nuc transl cell count 5 µM	MT stabilizer	MT stabilizer Hoechst-high %	MT stabilizer cytotoxicity %
CC(=O)Cn1c(CN2CCCC2)nc2ccccc2c1=O	i	-2	-6%	i	21	-8%	0.35	1177	1.1	9	636	-0.6	1095	3.1	2.7	7.8
CCCn1cc(C(=O)OCC)c(=O)c2cc(F)c(F)cc21	nt	nt	nt	i	41	nt	0.25	976	nt	-15	761	1.2	1293	nt	nt	nt
COc1cc(SC)ccc1C(=O)Nc1ccccc1C#N	i	5	16%	i	7	18%	0.09	1221	1.1	6	756	1.4	749	2.9	1.3	2.2
Cc1cc(SCC(=O)NN=C2CCN(C(C)C)CC2)c(C)cc1Br	i	-1	-7%	i	11	-9%	1.1	1322	0.9	-12	636	nt	nt	2.2	2.6	12
Nc1ncnc(NC2CCS(=O)(=O)C2)c1[N+](=O)[O-] (stereo not given)	nt	nt	nt	i	6	nt	0.09	1382	nt	0	722	0.3	1265	nt	nt	nt
Cc1cc(C(=O)COc2ccc3ccc(=O)oc3c2)c(C)n1C	i	14	2%	i	57	-13%	-0.43	1313	1	2	689	-2.5	1122	4.8	2.6	7.9
COC(=O)CN(c1ccccc1)S(=O)(=O)c1ccccc1	i	4	12%	i	12	12%	0.76	887	1.2	nt	nt	0.0	1144	2.6	1.6	12
CC(C)(Cc1nc2ccccc2[nH]1)C(=O)O	i	-6	13%	i	43	16%	-0.28	918	1.1	-2	737	-0.7	1171	1.8	1.8	9.5
CC(Cc1cccs1)NC(=O)NC1CCCCC1 (stereo not given)	i	-7	-6%	i	7	-5%	0.04	1126	1.2	nt	nt	-1.8	1142	4.1	3.1	7.8
CC(/C=C/c1ccccc1)=N/NC(=O)C(O)c1ccccc1 (stereo not given)	i	-1	4%	i	41	-3%	-0.33	1346	1.1	11	709	-7.5	601	1.6	2.1	1.8
Cc1nnc(SCC(=O)N2CCN(c3ccccc3)CC2)n(N)c1=O	i	4	4%	i	57	-5%	nt	nt	1.1	31	742	-0.7	1137	1.5	1.8	4.9
CN(Cc1ccccc1)S(=O)(=O)c1cccc(C(=O)O)c1	i	-45	-15%	i	60	-19%	-0.52	1159	1.1	1	787	-0.3	1013	2.3	1.9	6.8
CCOc1cccc(C2C(C#N)=C(N)Oc3cc(C)oc(=O)c32)c1OCC (stereo not given)	i	-6	8%	i	20	5%	0.37	1027	0.7	nt	nt	-0.6	1213	3.8	4.0	8.5
CNC(=S)N/N=C(\C)c1ccc(Cl)s1	i	5	0%	i	21	5%	0.12	1226	1.3	2	657	1.3	968	2.7	2.7	12
CCOC(=O)N1CCN(C(=O)c2cn(CC)c3ccc(S(=O)(=O)N4CC(C)CC(C)C4)cc3c2=O)CC1 (stereo not given)	i	-1	-7%	i	41	-4%	-1.1	1065	1.1	-13	689	1.7	1036	3.0	2.0	4.6
CCOC(=O)C1CCN(Cc2cc(C(C)C)c(O)c(C(C)C)c2)CC1	i	45	7%	i	57	5%	-0.6	1320	1.1	-20	650	-0.1	1026	2.5	1.0	1.6
CCOC(=O)/C(C#N)=C/c1ccc(SC)cc1	i	8	-6%	i	27	-9%	nt	nt	1.1	5	751	-5.4	573	1.9	1.5	1.2
Cc1ccccc1OCC(=O)NNC(=O)CCc1ccccc1	i	1	-7%	i	40	-5%	-0.14	1170	1.7	-9	696	0.4	1505	1.4	1.5	6.9

Screening results (PubChem)
